HTRA1 inhibitor: inhibitors of human serine peptidase HTRA1. inhibition, % at 5.96 µM. 340,000 tested, 0.5% active. recombinant HTRA1, FP-rhodamine activity-based probe, fluorescence polarization. Q92743; in the data active means inhibition above about 36%;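 further: 0% = enzyme with DMSO and 100% = wells lacking enzyme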
Target sequence (Q92743 whole entry, looked up): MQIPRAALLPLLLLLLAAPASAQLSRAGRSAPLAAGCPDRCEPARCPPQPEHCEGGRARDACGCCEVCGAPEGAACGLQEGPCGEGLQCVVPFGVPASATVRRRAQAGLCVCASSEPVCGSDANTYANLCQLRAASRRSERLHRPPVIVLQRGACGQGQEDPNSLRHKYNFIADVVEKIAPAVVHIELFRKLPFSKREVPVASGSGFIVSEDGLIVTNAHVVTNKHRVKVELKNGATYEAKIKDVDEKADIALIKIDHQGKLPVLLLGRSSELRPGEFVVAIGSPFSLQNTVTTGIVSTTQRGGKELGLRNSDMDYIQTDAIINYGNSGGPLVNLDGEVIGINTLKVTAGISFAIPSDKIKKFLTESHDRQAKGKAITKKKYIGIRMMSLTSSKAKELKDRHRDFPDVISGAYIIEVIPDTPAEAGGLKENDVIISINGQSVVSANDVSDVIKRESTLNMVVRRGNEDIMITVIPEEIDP
PRMT1 inh: PRMT1 (human) inhibition, primary screen. Q99873. recombinant PRMT1, activity-based probe fluorescence polarization. inhibition, % at 2.79 µM. 370,000 tested, 1.3% active;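 active means inhibition above about 21% made by adding two undisclosed values, limit read from the data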
TCR-CD3 inh: blocks the human TCR-CD3 interaction | inhibition, % at 9.4 µM | TAMRA-labeled TCR probe fluorescence, biochemical | 360,000 tested, 0.37% active; in the data active means inhibition above about 19%;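 further: recombinant mutant TCR 2C K166C tagged with TAMRA read by polarization; 0% = receptor in buffer alone and 100% = receptor with positive control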
LEDGF integ inh: blocks HIV-1 LEDGF/p75-dependent DNA integration; AID 743269; TR-FRET IN-LEDGF/p75 DNA integration, Eu/Cy5; 370,000 tested, 0.64% active; inhibition, % at 3.7 µM;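 active means inhibition above the screen-wide mean plus 3 SD, cut at about 13% in these data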;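 further: signal is the Cy5 over europium emission ratio at 671 and 618 nm; 0% = plate median of compound wells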
mABHD4 FP: ABHD4 (mouse) inhibition, primary FP screen | purified mABHD4, FP-Rh probe fluorescence polarization | inhibition, % at 8.92 µM | 370,000 tested, 0.54% active | AID 720543 | Q8VD66;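 active means inhibition exceeding the mean over every tested compound plus 3 SD, cut at about 30% in these data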;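 further: 0% = plate median of compound wells and 100% = S159A mutant with DMSO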
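Test system: mouse ABHD4 enzyme, wild type. Reagent: FP-Rh fluorescent activity-based probe, added after compound pre-incubation. Timing: pre-incubation 45 min, probe exposure 60 min, at 25 °C. Technique: FP readout, ex 525 nm / em 598 nm. Benchmarks: high control S159A mutant with DMSO, low control median of compound wells.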
Tn7 DDE FP: inhibitors of Tn7 peptide binding to human fibrin DD(E); P02675; FP displacement of FITC-Tn7 peptide from fibrin DD(E); 0% = median of compound wells per plate; inhibition, % at 8.3 µM; 370,000 tested, 0.13% active; AID 720508;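 active means inhibition above the mean of compounds falling within the control limits plus 3 SD of them, cut at about 14% in these data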;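 further: 0% = plate median of compound wells and 100% = 10 µM Aha-Tn7 peptide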
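Measure: % inhibition scaled between sample-field median and high-control FP; Test system: human fibrin DD(E); Quantity: 2 µM final DD(E) protein; Doses: one dose, 8.3 µM nominal; Schedule: compound with protein 10 min, then 3 h after probe, room temperature; Detection: fluorescence polarization; Medium: Tris buffer with calcium and detergent, pH 7.8.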
PG9 Ab binder: binds the HIV-1 gp120 antibody PG9. TR-FRET gp120-PG9 antibody binding. inhibition, % at 6.7 µM. 360,000 tested, 0.43% active. AID 624416; in the data active means inhibition above about 8.5%
UHRF1 binding: human UHRF1 methylated DNA binding inhibitors | UHRF1 binding to methylated oligo, TR-FRET | inhibition, % at 4.4 µM | 370,000 tested, 0.75% active | Q96T88 | AID 687016; in the data active means inhibition above about 21%;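 further: UHRF1 SRA domain binding a hemimethylated CpG hairpin DNA probe; 0% = median of test compound wells and 100% = reference inhibitor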
SIAE primary: inhibitors of human sialic acid acetylesterase SIAE. Q9HAT2. SIAE FP-Rh probe binding, fluorescence polarization. inhibition, % at 9.66 µM. 370,000 tested, 0.69% active. AID 1053197;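 active means inhibition above a cutoff: mean of compounds within the control limits plus 3 SD of those, cut at about 17% in these data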;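 further: 0% = plate median of compound wells and 100% = probe without SIAE protein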
TDP2 absorb: TDP2 (human) inhibition, absorbance primary screen; recombinant TDP2, T5PNP hydrolysis, p-nitrophenol absorbance 415 nm; 370,000 tested, 0.34% active; inhibition, % at 12.8 µM;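 active means inhibition above the mean of all tested compounds plus 3 SD, set per campaign, cut at about 25% in these data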;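 further: 0% = DMSO with enzyme and 100% = buffer with substrate but no TDP2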
Target sequence (O95551 whole entry, looked up): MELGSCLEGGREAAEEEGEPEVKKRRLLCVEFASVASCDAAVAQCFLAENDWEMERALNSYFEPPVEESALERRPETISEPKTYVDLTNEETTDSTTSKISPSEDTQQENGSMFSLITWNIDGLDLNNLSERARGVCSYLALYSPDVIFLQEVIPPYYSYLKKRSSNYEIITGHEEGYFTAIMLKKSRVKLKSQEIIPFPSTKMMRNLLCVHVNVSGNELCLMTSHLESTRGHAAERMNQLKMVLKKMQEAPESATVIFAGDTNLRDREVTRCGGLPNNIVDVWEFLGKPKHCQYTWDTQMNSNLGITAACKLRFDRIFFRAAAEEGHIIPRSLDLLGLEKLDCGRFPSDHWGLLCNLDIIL
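Material: recombinant human TDP2; quantity: TDP2 enzyme at 120 nM final; medium: Tris-HCl pH 7.5 with MgCl2; compound: single concentration, 12.8 µM nominal, with 1% DMSO; incubation: 2 h enzyme incubation at 37 °C; signal: epi absorbance; measure: percent inhibition; benchmarks: high control without enzyme, low control DMSO plus TDP2; repeats: singlicate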
Starred values were filed as active, the others as inactive; . = not tested or not shown.

SMILES	HTRA1 inhibitor	PRMT1 inh	TCR-CD3 inh	LEDGF integ inh	mABHD4 FP	Tn7 DDE FP	PG9 Ab binder	UHRF1 binding	SIAE primary	TDP2 absorb
O=C(COC(=O)c1cc(=O)[nH]c(=O)[nH]1)Nc1ccccc1F	10	0	1	-1	-2	3	0.5	-2	6	-2
O=C(NCCC1CCCCN1S(=O)(=O)c1ccccc1)C(=O)NCc1ccccn1 (centres undefined)	-2	-2	1	1	-2	2	1.5	-3	4	13
Cc1c(NC(=O)c2c(F)c(F)c(F)c(F)c2F)c(=O)n(-c2ccccc2)n1C	3	3	5	-4	3	5	0.8	0	-6	-1
Cc1cc(NC(=O)CCC(=O)N(CC(=O)NCC2CCCO2)c2ccc(F)c(Cl)c2)no1 (centres undefined)	-4	2	-6	-1	3	-3	-1.2	-2	0	11
Cc1cc(NC(=O)Cn2nc([N+](=O)[O-])c(Br)c2C)no1	-1	1	0	7	2	3	-1.2	-1	3	-4
CCOn1c(=O)c(=O)n(O)c2ccccc21	1	-2	7	5	4	-1	1.0	1	3	10
COc1cc(/C=N/NC(N)=S)ccc1OCc1ccc(C)cc1	-11	14	-6	-7	6	-3	1.7	2	0	-2
CCN(CC(=O)Nc1ccc(OC)cc1)C(=O)c1ccc([N+](=O)[O-])cc1	4	-1	-5	-2	2	-1	-1.7	-1	0	7
COc1ccccc1C1=NC(c2ccc(C)cc2)N=C1C (centres undefined)	-18	-4	7	4	23	4	-2.8	-2	-5	-22
Cc1ccc(CNC(=O)CCNS(=O)(=O)c2ccc3c(c2)c(=O)n(C)c(=O)n3C)cc1	2	-5	4	2	2	-1	-1.4	-3	6	9
CCc1ccccc1NC(=S)N(CCCN1CCOCC1)Cc1cccs1	1	3	4	-2	-13	4	0.9	2	-1	-7
Cc1cc(C)nc(SCc2ccc(C(=O)N/N=C/c3ccncc3)cc2)n1	-10	5	1	1	0	-8	0.8	-2	-20	8
CC(CC(=O)N1CCc2ccccc21)c1ccccc1 (centres undefined)	9	-5	6	-3	-2	5	-1.3	16	4	8
CC(C)(C)N(NC(=O)Nc1cccc(F)c1)C(=O)c1ccccc1Cl	.	-1	.	4	-6	0	.	-4	-5	-8
CS(=O)(=O)N(CC(=O)NCCC1=CCCCC1)C1CCCCC1	1	2	1	1	-6	1	1.0	2	3	-11

A second format for part of the listing above:
canonical_smiles | HTRA1 inhibitor | PRMT1 inh | TCR-CD3 inh | LEDGF integ inh | mABHD4 FP | Tn7 DDE FP | PG9 Ab binder | UHRF1 binding | SIAE primary | TDP2 absorb
Cc1ccc(CNC(=O)CCNS(=O)(=O)c2ccc3c(c2)c(=O)n(C)c(=O)n3C)cc1 | 2 | -5 | 4 | 2 | 2 | -1 | -1.4 | -3 | 6 | 9
CCc1ccccc1NC(=S)N(CCCN1CCOCC1)Cc1cccs1 | 1 | 3 | 4 | -2 | -13 | 4 | 0.9 | 2 | -1 | -7
Cc1cc(C)nc(SCc2ccc(C(=O)N/N=C/c3ccncc3)cc2)n1 | -10 | 5 | 1 | 1 | 0 | -8 | 0.8 | -2 | -20 | 8

Returning to the listing; the 2 compounds before the break are reprinted first.
SMILES	HTRA1 inhibitor	PRMT1 inh	TCR-CD3 inh	LEDGF integ inh	mABHD4 FP	Tn7 DDE FP	PG9 Ab binder	UHRF1 binding	SIAE primary	TDP2 absorb
CC(C)(C)N(NC(=O)Nc1cccc(F)c1)C(=O)c1ccccc1Cl	.	-1	.	4	-6	0	.	-4	-5	-8
CS(=O)(=O)N(CC(=O)NCCC1=CCCCC1)C1CCCCC1	1	2	1	1	-6	1	1.0	2	3	-11
CCCSc1nsc(N)n1	3	1	5	-2	-2	-6	-1.5	7	0	15
Cc1nn(Cc2n[nH]c(=S)n2Cc2ccccc2)c(C)c1Cl	5	3	-10	2	6	5	-0.6	1	3	6
O=C(COc1ccc2c3c(c(=O)oc2c1)CCC3)N1CCN(c2ccc(F)cc2)CC1	7	-1	-3	-6	-3	-2	-3.2	4	-8	-3
Cc1ccc(OC(=O)Nc2ccccc2)cc1	2	-10	0	5	0	-2	-1.4	1	6	-6
C=CCNc1nc(Nc2ccc(OC)cc2)nc(OCC)n1	0	0	7	2	6	-5	1.0	5	0	-4
COc1cc(/C=N/NC(=O)CCN2CCN(C)CC2)cc2c1OCO2	-1	-2	-3	-1	14	-2	-2.1	-2	7	-2
CC(=O)Nc1ccc(OCC(=O)N(CC(C)C)C2CCS(=O)(=O)C2)cc1 (centres undefined)	-2	1	4	-2	1	-1	0.9	-1	2	-9
O=C(C=Cc1ccccc1)c1cc(Br)ccc1O	-16	-4	-4	1	-7	-4	0.6	0	-4	-7
COc1cc(/C=C2\SC(=O)N(CCN)C2=O)ccc1OS(=O)(=O)c1cc(C)ccc1C	4	8	-10	0	23	1	0.7	-10	3	8
Cc1ccc(NC(=O)CN2C(=O)COc3ccc(S(=O)(=O)N4CCCC4)cc32)cc1C	-7	3	4	3	5	-4	0.9	-3	3	12
CCNS(=O)(=O)c1ccc(CCC(=O)N2CCN(Cc3ccccc3)CC2)cc1	-5	0	-2	2	-2	-8	-1.1	1	-3	-1
COc1ccc(Cl)cc1NC(=O)CN1CCCCCC1	-5	-1	4	0	4	10	-0.5	-1	0	5
NC(=O)CCC(NS(=O)(=O)c1ccc(Cl)cc1)C(=O)NCc1ccccc1Cl (centres undefined)	-1	-2	5	-3	2	4	-0.9	0	8	-5
COCCn1cnc2c1c(=O)n(CC(=O)Nc1cc(C)on1)c(=O)n2Cc1ccccc1	3	3	-3	1	-3	3	-1.2	1	3	-3
COc1ccccc1N(Cc1ccccc1)S(=O)(=O)c1cccc(C(=O)Nc2cc(C)ccn2)c1	-57	1	9	0	-15	0	-1.0	0	-20	3

Already shown: an excerpt of the list.
SMILES	HTRA1 inhibitor	PRMT1 inh	TCR-CD3 inh	LEDGF integ inh	mABHD4 FP	Tn7 DDE FP	PG9 Ab binder	UHRF1 binding	SIAE primary	TDP2 absorb
CCCSc1nsc(N)n1	3	1	5	-2	-2	-6	-1.5	7	0	15
Cc1nn(Cc2n[nH]c(=S)n2Cc2ccccc2)c(C)c1Cl	5	3	-10	2	6	5	-0.6	1	3	6

Following part
SMILES	HTRA1 inhibitor	PRMT1 inh	TCR-CD3 inh	LEDGF integ inh	mABHD4 FP	Tn7 DDE FP	PG9 Ab binder	UHRF1 binding	SIAE primary	TDP2 absorb
CCOc1ccc(C(=O)COC(=O)Cn2cnc3c2c(=O)n(C)c(=O)n3C)cc1	2	-4	4	8	-5	-3	-3.0	1	0	-9
COc1ccc(C(=O)OCC(=O)Nc2ccc3c(c2)OCCO3)c(OC)c1	9	-5	5	-1	5	-4	-1.2	-2	-5	4
CCC(=O)n1nc(-c2ccccc2)nc1SCC(=O)Nc1ccc(C)cc1	-5	0	5	0	-10	9	0.1	0	-10	-3
Cc1ccc(N2C(=O)CSCC2=O)cc1	-3	-1	-3	-1	-8	-5	0.0	1	-4	-2
Cc1cccc(Nc2ccccc2)c1	0	0	6	2	-2	0	0.4	0	3	7
CC(=O)Nc1cccc(NC(=O)Nc2ccc(C)c(Cl)c2)c1	-11	0	-2	0	-7	-5	0.5	0	2	-10
NC(=O)C1CCCN(C(=O)c2ccc3oc(Cc4ccc(Cl)cc4)nc3c2)C1 (centres undefined)	5	1	13	2	-3	-3	-3.3	0	-4	-11
CCc1nc2ccccc2c(C(=O)OCC(=O)Nc2cccc(S(=O)(=O)N3CCOCC3)c2)c1C	-38	2	-3	3	-30	-6	2.0	5	-30	-1
CC(=O)c1cnc2c(-c3ccccc3)c(-c3ccccc3)nn2c1C	2	-5	1	-5	0	6	-0.7	-1	8	10
Nn1cc(-c2ccccc2)nc1SCC(=O)NC1CCS(=O)(=O)C1 (centres undefined)	2	3	2	3	2	-13	-1.8	0	-7	-2
CC(=O)Nc1cn(-c2ccccc2)nc1-c1ccccc1	11	0	-9	-6	0	-5	0.2	2	-5	-1
COc1ccccc1-c1nnc2n1N=C(C(C)(C)C)CS2	2	-1	1	5	-7	1	0.2	0	4	10
COC(=O)c1cc(NS(=O)(=O)c2cccs2)cc(NS(=O)(=O)c2cccs2)c1	-4	1	4	-6	7	6	-1.4	3	3	-8
CCOC(=O)N1CCN(S(=O)(=O)c2ccc(C(=O)N(CCCN(C)C)c3nc4ccc(Cl)cc4s3)cc2)CC1	-7	-4	5	3	9	-12	0.2	-1	3	3
CC1CCCCC1NC(=O)COC(=O)c1ccccn1 (centres undefined)	6	2	4	-5	2	-10	0.4	5	-5	-12
CC(C)NC(=S)N/N=C/c1cc(Br)ccc1O	37*	3	9	9	8	0	-1.1	-4	16	-1
COC(=O)Cn1c(C)c(C#N)c2ccccc21	3	-1	4	-1	3	-8	-1.1	-1	-7	8
COc1ccc(C2C(C(=O)OCC(=O)Nc3ccc(C)cc3)CCC(=O)N2c2ccc(OC)cc2)cc1 (centres undefined)	0	2	0	4	-3	-1	0.2	1	3	-4
CC1SC(c2ccc(F)cc2)NC1=O (centres undefined)	-2	3	-11	1	0	-4	-0.3	0	-6	-2
CN(CCc1ccccc1)C(C(=O)Nc1ccc2c(c1)OCCO2)c1ccnc2ccccc12 (centres undefined)	.	1	3	-2	-9	0	-0.9	9	-4	-3
Cc1nn(C)cc1S(=O)(=O)N1CCN(c2ccccc2F)CC1	-2	3	-12	-1	1	-8	-1.8	4	-5	-6
Cc1cc[n+](-c2[nH]c(=O)sc2/C=N/N=C(\[O-])c2ccccc2)cc1C	4	62*	-7	-3	9	12	-1.9	-4	4	-4
Cc1ccnc(NS(=O)(=O)c2ccc(NC(=O)c3ccc(S(=O)(=O)N4CCOCC4)cc3)cc2)n1	3	-2	5	-1	1	10	-1.6	0	21*	-2
